# GC-B act: human GC-B receptor activators, primary screen, HEK293 GC-B cells, cGMP TR-FRET, EC30 CNP. 0% at EC30 CNP, 100% saturating CNP. 370,000 tested, 0.11% active. AID 1920062, 2024. activation, % at 10 µM. Atrial natriuretic peptide receptor 2 (Homo sapiens), P20594;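 active = activation at 10 µM reaching about 35% in either raw or pattern-adjusted values, limit read from the data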
# DDE Tn6 FP inh: inhibitors of Tn6 peptide binding to fibrin DD(E), primary screen, biochemical, fluorescence polarization, human fibrin, Tn6 probe. Fibrinogen beta chain (Homo sapiens), P02675. Fibrin DD(E) TRITC-Tn6 fluorescence polarization displacement. inhibition, % at 8.3 µM. 370,000 tested, 0.21% active;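 active = inhibition above a per-campaign cutoff: mean of compounds within control limits plus 3 SD, cut at about 15% in these data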;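 also: 0% = median of all compound wells on the plate and 100% = blocking peptide control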
# Target sequence (P02675 whole entry, looked up): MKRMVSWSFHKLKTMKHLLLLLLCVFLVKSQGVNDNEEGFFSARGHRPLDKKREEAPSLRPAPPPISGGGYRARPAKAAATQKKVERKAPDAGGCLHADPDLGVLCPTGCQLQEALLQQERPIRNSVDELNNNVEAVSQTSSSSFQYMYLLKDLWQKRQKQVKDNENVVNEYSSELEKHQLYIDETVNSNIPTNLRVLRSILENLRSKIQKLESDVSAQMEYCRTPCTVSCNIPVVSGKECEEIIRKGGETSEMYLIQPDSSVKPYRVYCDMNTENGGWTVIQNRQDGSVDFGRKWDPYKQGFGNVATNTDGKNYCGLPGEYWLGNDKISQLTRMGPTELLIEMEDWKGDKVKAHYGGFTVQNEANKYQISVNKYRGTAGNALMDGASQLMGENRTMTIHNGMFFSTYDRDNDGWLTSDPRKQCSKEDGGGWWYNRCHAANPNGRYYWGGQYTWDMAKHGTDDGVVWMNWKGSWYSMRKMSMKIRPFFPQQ
# HGIII-sPLA2 inh: human group III sPLA2 inhibitors, primary screen, biochemical, QFRET, BODIPY PC-A2 liposome substrate; Group 3 secretory phospholipase A2 (Homo sapiens), Q9NZ20; QFRET BODIPY PC-A2 liposome hydrolysis, fluorescence; inhibition, % at 12.2 µM; 370,000 tested, 0.56% active; AID 743126, 2013;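 active = inhibition above mean plus 3 SD of compounds lying within the high and low control bounds, cut at about 19% in these data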;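 also: 0% = median of test compound wells and 100% = no enzyme DMSO wells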
# ARFGAP1 inhibitor: inhibitors of rat ARFGAP1 GAP activity, primary screen, biochemical, fluorescence polarization, GDP tracer. ADP-ribosylation factor GTPase-activating protein 1 (Rattus norvegicus), Q62848. Arfgap1-stimulated ARF1 GTP hydrolysis, GDP FP detection. inhibition, % at 16.5 µM. 360,000 tested, 0.26% active;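 active = inhibition above a per-plate limit, mean inhibition of low control wells plus 3 SD, cut at about 25% in these data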;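 also: 0% = DMSO wells with enzyme and 100% = wells lacking Arfgap1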
#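 Assay system: Rat Arfgap1 GAP domain (His6, aa 1-136), purified enzyme | Buffer or medium: HEPES 25 mM pH 7.5, NaCl 150 mM, MgCl2, DTT | Schedule: GTP hydrolysis reaction 2 h at 25 °C | Signal: FP of antibody-bound GDP Alexa 633 tracer, ex 620/em 688 nm | Measure: Percent inhibition of Arfgap1-stimulated GTP hydrolysis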
# KLK7 zymogen act: proKLK7 zymogen activators, primary screen, biochemical, fluorescence intensity. Kallikrein-7 (Homo sapiens), P49862. purified proKLK7, EDANS-DABCYL substrate fluorescence; 100% is mature enzyme control, 0% vehicle. activation, % at 7 µM. 370,000 tested, 0.9% active;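 active = activation above the mean of all tested compounds plus 3 SD, computed per campaign excluding outliers beyond control limits, cut at about 13% in these data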
# ASAP1 inh: inhibitors of human ASAP1 ArfGAP activity, primary screen, biochemical, fluorescence polarization. Arf-GAP with SH3 domain, ANK repeat and PH domain-containing protein 1 (Homo sapiens), …. 360,000 tested, 0.19% active. ASAP1-stimulated ARF1 GTP hydrolysis, GDP FP detection. inhibition, % at 16.5 µM; in the data active = inhibition above about 25%;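 also: 0% = vehicle with enzyme and substrate and 100% = no enzyme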
# FXN GAA850 act: FXN promoter activators, primary screen, cell-based, luciferase luminescence, HEK293 lucGAA850; HEK293 lucGAA850 FXN promoter luciferase reporter, 24 h; percent of 10 µM SAHA response; activation, % at 6 µM; 360,000 tested, 0.56% active; AID 540364, 2011;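 active = activation above the average of all compounds screened plus 3 SD, cutoff fixed separately per campaign, cut at about 7.5% in these data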;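 also: 0% = DMSO wells and 100% = 10 µM SAHA wells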
# NPR1 activator: GC-A stimulated cGMP production enhancers – HEK293 GC-A cells, cGMP TR-FRET, EC30 ANP, primary screen. 370,000 tested, 0.14% active. 0% at EC30 ANP, 100% saturating ANP. activation, % at 10 µM. Atrial natriuretic peptide receptor 1 (Homo sapiens), P16066; in the data active = activation above about 40%
# ADAM10 inh: human ADAM10 inhibitors, primary screen, biochemical, QFRET, HTS; Disintegrin and metalloproteinase domain-containing protein 10 (Homo sapiens), O14672; recombinant ADAM10, EDANS/DABCYL FRET peptide cleavage, 3 h; inhibition, % at 7 µM; 370,000 tested, 0.62% active; AID 720582, 2013;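 active = inhibition above a per-campaign cutoff equal to the mean of compounds falling between control-based bounds plus 3 SD, cut at about 20% in these data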;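 also: 0% = DMSO wells while the 100% control is not disclosed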
# Target sequence (O14672 214-748 limits assumed): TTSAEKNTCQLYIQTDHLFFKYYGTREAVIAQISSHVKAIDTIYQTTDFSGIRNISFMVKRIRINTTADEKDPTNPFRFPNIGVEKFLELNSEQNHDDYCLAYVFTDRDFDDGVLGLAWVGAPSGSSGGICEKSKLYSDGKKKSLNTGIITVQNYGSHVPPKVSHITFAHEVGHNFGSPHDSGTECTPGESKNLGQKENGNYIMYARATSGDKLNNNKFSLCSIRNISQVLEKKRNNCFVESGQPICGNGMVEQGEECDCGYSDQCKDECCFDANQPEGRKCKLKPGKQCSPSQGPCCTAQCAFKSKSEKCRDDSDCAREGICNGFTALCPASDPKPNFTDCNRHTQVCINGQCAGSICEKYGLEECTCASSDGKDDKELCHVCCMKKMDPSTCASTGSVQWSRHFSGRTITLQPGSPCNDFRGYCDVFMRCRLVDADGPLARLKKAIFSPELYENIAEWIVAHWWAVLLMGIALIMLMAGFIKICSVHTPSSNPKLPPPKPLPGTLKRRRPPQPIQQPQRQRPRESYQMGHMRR
# rCAG RNA binder: binders of r(CAG) RNA repeats, primary screen, biochemical, fluorescence | r(CAG) RNA repeat, TO-PRO-1 dye displacement fluorescence | inhibition, % at 3 µM | 370,000 tested, 1.3% active | AID 651821, 2012;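 active = inhibition above the plate cutoff, the mean of all test compounds on that plate plus 3 SD, cut at about 35% in these data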;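 also: 0% = DMSO alone and 100% = 100 µM mitoxantrone as full dye displacement; higher means more dye released from RNA so lower well fluorescence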
# * = called active by the depositor; nt = not tested or not shown.
SMILES,GC-B act,DDE Tn6 FP inh,HGIII-sPLA2 inh,ARFGAP1 inhibitor,KLK7 zymogen act,ASAP1 inh,FXN GAA850 act,NPR1 activator,ADAM10 inh,rCAG RNA binder
COc1ccc(CC(=O)Nc2sc3c(c2C#N)CC(C)(C)NC3(C)C)cc1OC,37*,-3,9,3,-1.3,-21,0.9,31,-4,-8
OCCCNc1nccc(-c2cc(Nc3cccc(Cl)c3)ncn2)n1,26,3,2,8,-1.1,19,-13,19,-28,5
COC(CNC(=O)c1cc(-c2ccncc2)nc2ccc(S(=O)(=O)N3CCOCC3)cc12)OC,6,-1,1,-7,0.1,-7,-0.5,0,0,-2
Cc1ccc(CSCC(=O)N2CCN(c3ccc(F)cc3)CC2)cc1,-1,3,0,-8,-0.3,-4,-2.7,3,3,-7
Cc1ccc(-c2nc(SC(C)C(=O)N3CCCC3)n[nH]2)cc1 (stereo not given),-3,11,-4,6,0.4,-8,1.9,0,-5,-2
Cc1ccc(C(=O)Cn2nc(C(=O)O)c3ccccc3c2=O)cc1C,-2,2,-1,6,-0.5,-5,-1.2,2,-5,0
Cc1cc(N2CCN(C(=O)OC(C)(C)C)C[C@H]2C)ccc1N1CCS(=O)(=O)CC1,2,-6,6,3,0.2,7,nt,0,-7,3
COc1cc(NC2c3ccccc3C(=O)N2Cc2ccccc2Cl)cc(OC)c1OC (stereo not given),-7,-3,1,4,0.3,-2,-1.9,-15,5,2
CCS(=O)(=O)N1CCN(S(=O)(=O)c2ccc3ccccc3c2)CC1,3,-2,3,17,-0.3,1,-0.4,-1,-2,-4
CCOC(=O)CSC(C)C(=O)Nc1nnc(C(C)C)s1 (stereo not given),3,7,1,-11,0.5,1,-2.2,-5,-4,0
CCCCCCCCCC(=O)N[C@H](CN1CCOCC1)[C@H](O)c1ccccc1,3,0,-1,-12,0.4,2,-1.6,-1,-6,-3
CCOC(=O)c1c(-c2ccc(C)o2)csc1NC(=O)CN1CCOCC1,4,-4,-20,-5,-0.5,17,-0.6,0,3,-2
CCOc1ccc(NC(=O)OCCN2CCN(CCc3ccccc3)C(C)C2)cc1 (stereo not given),-5,10,-1,8,-0.8,-3,-0.2,-1,-11,-3
CC(=O)Nc1nonc1-c1nc2ccccc2n1CC1CC1,-3,-1,-2,-11,-0.4,6,1.5,2,-1,-3
COc1ccc(S(=O)(=O)NC(CC(=O)O)c2ccco2)cc1 (stereo not given),4,-7,9,0,0.8,2,0.0,-1,-6,0
Cc1ccc(C)c(NC(=S)N=Nc2c(O)n(C)c3ccc(S(=O)(=O)N4CCOCC4)cc23)c1,-4,-1,4,-7,-0.1,0,-2.2,4,10,6
Cc1cc(N2C(=O)C(O)=C(C(=O)c3cc4ccccc4o3)C2c2ccc(Br)cc2)no1 (stereo not given),3,-7,-10,-9,0.9,8,2.1,9,7,34
COc1ccc(S(=O)(=O)N2CCCCC2)cc1NS(=O)(=O)c1ccccc1F,2,-3,-1,-6,-0.6,-2,0.3,0,7,11
Cc1ccc(S(=O)(=O)NC2(C(F)(F)F)NC(=O)N(c3ccccc3F)C2=O)cc1 (stereo not given),2,10,-1,1,0.4,-7,1.3,0,7,4
N#CC(=Cc1ccnc2ccccc12)c1ccccc1,0,2,-5,6,-14,-3,-1.2,0,-148,1
NC(=O)CC(NC(=O)Cc1cccc2ccccc12)c1ccc(NCCOc2ccccc2)c([N+](=O)[O-])c1 (stereo not given),1,2,-9,-2,-0.3,3,1.2,1,-4,16
C=CCN(CC=C)C(=S)NC(=O)Cc1cccc2ccccc12,2,7,-3,-3,-0.1,-3,1.6,-5,4,11
Cc1ccc(/C=C/C(=O)O)cc1S(=O)(=O)N1CCCCC1,2,0,6,5,-0.1,8,1.2,7,1,-1
CC1Cc2ccccc2N1C(=O)COC(=O)c1ccc(S(=O)(=O)N(C)C)cc1 (stereo not given),0,7,0,3,-0.6,5,-1.2,4,7,2
O=C(C1Cc2ccccc2O1)N1CCCCC1 (stereo not given),5,2,1,-1,0.0,4,-3.0,6,3,-3
CCC/S(CC1CC1(Cl)Cl)=N\S(=O)(=O)c1ccc(C)cc1 (stereo not given),2,1,-3,3,-0.1,9,1.9,-3,-1,-3
COc1ccccc1-c1sc2ccccc2c1-c1cnc(N2CCOCC2)nc1,-4,-8,7,-7,-1.1,-1,nt,1,-19,5
COc1ccc(CC(=O)NC2CCCCN(Cc3ccc(Cl)cc3)C2=O)cc1OC (stereo not given),2,2,14,nt,1.1,nt,nt,0,-8,4
O=C(NC1CC1)C1=NOC(CNc2ncc(C(F)(F)F)cc2Cl)C1 (stereo not given),-12,-8,1,9,0.0,-6,0.9,9,6,-1
CC(=O)c1cn(-c2ccc(Cl)cc2)c(=O)n(Cc2ccc(Br)cc2)c1=O,-2,0,0,1,-0.1,1,0.3,-2,-6,-3
COc1cccc(-c2cnc(C(O)c3ccc(C)cc3)[nH]2)c1 (stereo not given),3,-2,-5,-3,0.2,-13,2.7,-2,5,3
COc1nc(N(C)S(=O)(=O)c2ccc(C)cc2)nc(C)c1Cl,-16,2,4,6,0.5,-2,0.3,-22,-5,-3
COC(=O)[C@H](CCSC)NC(=O)NC1CCN(Cc2ccccc2)CC1,4,-3,-12,-9,0.8,-5,1.2,2,-6,1
COc1ccc(C)cc1C(=O)CCC(=O)NCCc1ccc(S(N)(=O)=O)cc1,2,4,-16,-1,0.9,3,1.1,-1,-18,7
CCN(CC)c1ccc(NC(=O)COC(=O)CSc2ccc(Br)cc2C)cc1,-3,3,-16,0,0.1,12,2.4,-4,26*,1
CCOc1nc(C)cc(C)c1S(=O)(=O)c1cccc(Cl)c1,-5,1,-1,1,-1.0,4,-0.2,-1,4,-7
Cc1nnc(NC(=O)/C=C/c2ccco2)s1,3,14,3,5,0.4,15,2.5,0,-19,2
Cc1c(NC(=O)c2cccs2)cccc1[N+](=O)[O-],1,-1,0,1,-1.8,1,1.2,-4,-8,2
COc1cc(C(O)c2nc(-c3ccc(F)cc3OC)cs2)ccc1F (stereo not given),-11,3,-13,-8,0.3,6,1.1,-5,3,5
CCOC(=O)c1cnc(-c2ccccc2)nc1C(F)(F)F,-3,0,1,11,0.4,4,1.2,-3,-1,-2
COC(=O)c1c(NC(=S)NC(=O)c2ccco2)sc2c1CCCC2,-3,-1,-4,0,-0.1,-8,1.1,-3,5,6
CCc1n[nH]c2c1/C(=N\O)CC(C)(C)C2,2,-1,5,7,-0.7,-2,0.2,3,3,4
O=C1COc2ccc(C(=O)COC(=O)c3ccc(S(=O)(=O)C(F)F)cc3)cc2N1,1,-6,1,-3,0.2,-6,-1.6,4,-7,3
CCSc1ncc(/C=N/Nc2ccc(F)cc2)n1C,0,4,0,6,0.3,-1,-1.0,1,-2,7
COc1ccc(NC(C)=O)cc1CP(=O)(c1ccccc1)c1ccccc1,-1,1,6,5,-0.5,-17,-0.4,-8,6,-6
Cc1cc(F)ccc1C(O)c1ncc(-c2ccccc2F)[nH]1 (stereo not given),-2,-3,2,7,-0.6,10,0.4,0,-8,-1
CC1CC(C)CN(CCOCCSc2ccc(Cl)cc2)C1 (stereo not given),-1,2,-10,-4,0.3,8,-3.9,2,-6,-5
N=c1c[n+](-c2ccc(Cl)cc2)[n-]o1,nt,-1,0,10,-0.1,-5,0.1,nt,-2,-1
CC(=O)NS(=O)(=O)c1ccc(Nc2ccc([N+](=O)[O-])c3nonc23)cc1,4,1,1,14,0.8,5,-3.0,-2,4,-4
COc1ccc(Cn2c(=O)cc(N)n(-c3ccccc3C)c2=O)cc1,2,7,-6,-4,0.7,2,-3.9,2,7,0
CC(NC(=O)c1ccco1)C(=O)OCC(=O)c1ccc(Cl)s1 (stereo not given),-4,-1,-1,8,0.2,-2,0.4,2,2,1
CCn1cc(/C=N/NS(=O)(=O)c2ccc(C)cc2)c(C)n1,1,1,-6,5,-0.4,-8,2.5,0,1,3

# Another view of part of the listing above:
canonical_smiles	GC-B act	DDE Tn6 FP inh	HGIII-sPLA2 inh	ARFGAP1 inhibitor	KLK7 zymogen act	ASAP1 inh	FXN GAA850 act	NPR1 activator	ADAM10 inh	rCAG RNA binder
Cc1c(NC(=O)c2cccs2)cccc1[N+](=O)[O-]	1	-1	0	1	-1.8	1	1.2	-4	-8	2
COc1cc(C(O)c2nc(-c3ccc(F)cc3OC)cs2)ccc1F (stereo not given)	-11	3	-13	-8	0.3	6	1.1	-5	3	5
CCOC(=O)c1cnc(-c2ccccc2)nc1C(F)(F)F	-3	0	1	11	0.4	4	1.2	-3	-1	-2
COC(=O)c1c(NC(=S)NC(=O)c2ccco2)sc2c1CCCC2	-3	-1	-4	0	-0.1	-8	1.1	-3	5	6
CCc1n[nH]c2c1/C(=N\O)CC(C)(C)C2	2	-1	5	7	-0.7	-2	0.2	3	3	4
O=C1COc2ccc(C(=O)COC(=O)c3ccc(S(=O)(=O)C(F)F)cc3)cc2N1	1	-6	1	-3	0.2	-6	-1.6	4	-7	3
CCSc1ncc(/C=N/Nc2ccc(F)cc2)n1C	0	4	0	6	0.3	-1	-1.0	1	-2	7
COc1ccc(NC(C)=O)cc1CP(=O)(c1ccccc1)c1ccccc1	-1	1	6	5	-0.5	-17	-0.4	-8	6	-6
Cc1cc(F)ccc1C(O)c1ncc(-c2ccccc2F)[nH]1 (stereo not given)	-2	-3	2	7	-0.6	10	0.4	0	-8	-1
CC1CC(C)CN(CCOCCSc2ccc(Cl)cc2)C1 (stereo not given)	-1	2	-10	-4	0.3	8	-3.9	2	-6	-5
N=c1c[n+](-c2ccc(Cl)cc2)[n-]o1	nt	-1	0	10	-0.1	-5	0.1	nt	-2	-1
CC(=O)NS(=O)(=O)c1ccc(Nc2ccc([N+](=O)[O-])c3nonc23)cc1	4	1	1	14	0.8	5	-3.0	-2	4	-4
